From PubChem
PAFAH2 inh: inhibitors of human PAFAH2; inhibition, % at 3.39 µM; actives 0.99% (n = 340,000); recombinant PAFAH2, FP-rhodamine activity probe, fluorescence polarization;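 active = inhibition above the mean over all tested compounds plus 3 SD, cut at about 30% in these data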;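 also: inhibitors block probe labeling of enzyme so polarization drops; 0% = enzyme with DMSO and 100% = wells lacking PAFAH2 protein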
core dimer inh: HCV core protein dimerization inhibition; inhibition, % at 5 µM; AID 1899; TR-FRET GST/Flag-core106 dimerization, 1536-well; actives 0.33% (n = 300,000);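 active = inhibition above the mean of all tested compounds plus 3 SD, set per screening campaign, cut at about 45% in these data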
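Material: GST/Flag-tagged HCV core106 proteins. Incubation: 4 h, 22.5 °C incubation. Read-out basis: inhibition (%) from 671 over 617 nm ratio. Measured by: TR-FRET, excitation 340 nm, emission 617 and 671 nm.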
AHR act: activates the human aryl hydrocarbon receptor; activation, % at 5 µM; P35869; AHR-responsive luciferase reporter cells, luminescence; actives 2.5% (n = 320,000); AID 2796; in the data active = activation above about 47%;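 also: 0% = vehicle wells and 100% = reference agonist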
Fh CTSL1 inh: cathepsin L1 inhibition, PFM18AAP counter-screen | recombinant F. hepatica cathepsin L1, Z-Leu-Arg-MCA fluorescence | inhibition, % at 5.96 µM | actives 0.49% (n = 300,000) | AID 1906;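 active = inhibition above the mean of all tested compounds plus 3 SD, set per screening campaign, cut at about 17% in these data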;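 also: 0% = plate median of test compound wells and 100% = 1 µM Z-Phe-Ala-diazomethylketone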
TPT1 inh: blocks Candida albicans tRNA 2'-phosphotransferase. recombinant caTPT1, FP RNA substrate dephosphorylation. inhibition, % at 5 µM. actives 0.81% (n = 300,000);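 active = inhibition above the mean of all tested compounds plus 3 SD, set per screening campaign, cut at about 24% in these data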;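 also: plate controls were DMSO alone for no effect and ferristatin control at 100 nM for full effect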
PP1 inh: counter-screen for PP5 inhibitors: inhibitors of human PP1-alpha; inhibition, % at 6.7 µM; actives 0.9% (n = 320,000); P62136; purified PP1alpha, OMFP fluorescence;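 active = inhibition above the mean inhibition of all tested compounds plus 3 SD, computed separately for each screening campaign, cut at about 15% in these data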
PP5 inh: PP5 (human) phosphatase inhibition; P53041; purified PP5c, OMFP substrate fluorescence; inhibition, % at 6.7 µM; actives 0.18% (n = 320,000); AID 1987;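 active = inhibition above the campaign's mean inhibition across all tested compounds plus 3 SD, cut at about 9.5% in these data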;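 also: 0% = DMSO only and 100% = 100 µM cantharidin control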
Target sequence (P53041 whole entry, looked up): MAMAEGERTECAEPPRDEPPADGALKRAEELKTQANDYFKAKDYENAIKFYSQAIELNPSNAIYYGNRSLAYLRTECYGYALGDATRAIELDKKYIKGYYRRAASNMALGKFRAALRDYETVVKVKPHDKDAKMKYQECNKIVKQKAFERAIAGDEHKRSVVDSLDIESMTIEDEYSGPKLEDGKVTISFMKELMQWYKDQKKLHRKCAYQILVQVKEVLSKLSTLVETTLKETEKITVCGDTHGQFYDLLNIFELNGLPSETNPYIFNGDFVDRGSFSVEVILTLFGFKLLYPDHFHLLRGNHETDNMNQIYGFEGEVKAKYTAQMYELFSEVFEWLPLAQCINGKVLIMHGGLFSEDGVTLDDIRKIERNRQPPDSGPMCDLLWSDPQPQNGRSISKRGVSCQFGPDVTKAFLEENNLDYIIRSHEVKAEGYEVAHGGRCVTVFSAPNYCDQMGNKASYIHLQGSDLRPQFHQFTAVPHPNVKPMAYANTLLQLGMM
procasp3 activ: procaspase-3 (human) activation | AID 463141 | actives 0.11% (n = 330,000) | activation, % at 8.5 µM | recombinant procaspase-3 D3A, Ac-DEVD-pNA absorbance 405 nm;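 active = activation above the mean of all tested compounds plus 3 SD, cut at about 21% in these data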;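 also: 0% = DMSO alone and 100% = DMSO wells spiked with extra 5 µM PC-3 D3A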
Target sequence (P42574 whole entry D9A/D28A/D175A): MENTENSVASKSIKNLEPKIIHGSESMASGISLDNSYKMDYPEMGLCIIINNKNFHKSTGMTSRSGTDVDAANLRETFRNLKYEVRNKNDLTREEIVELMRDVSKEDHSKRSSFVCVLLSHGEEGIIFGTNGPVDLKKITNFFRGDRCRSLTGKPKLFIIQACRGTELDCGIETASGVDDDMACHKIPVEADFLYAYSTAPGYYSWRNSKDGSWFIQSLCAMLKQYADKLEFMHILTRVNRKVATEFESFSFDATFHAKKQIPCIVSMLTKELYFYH
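Assay system – Procaspase-3 D3A mutant, all three cleavage aspartates alanine · Controls – DMSO-only low control, 5 µM PC-3 D3A high control · Schedule – 1 h compound preincubation, 2 h substrate hydrolysis at 25 °C · Signal – 405 nm absorbance of p-nitroaniline, reads at 0 and 120 min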
procasp7 counter: counter-screen: procaspase-7 (human) activation; recombinant procaspase-7, Ac-DEVD-pNA absorbance 405 nm; D23A/D198A/D206A triple mutant, cannot self-cleave; scale: DMSO 0, 5 µM enzyme 100; activation, % at 8.5 µM; P55210; actives 0.093% (n = 330,000);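 active = percent activation above the screen-wide mean plus 3 SD, cut at about 25% in these data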
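Test system: Procaspase-7 triple mutant (PC-7 D3A). Also added: Ac-DEVD-pNA substrate, 400 µM as added. Schedule: 1 h enzyme–compound preincubation and 2 h substrate reaction, both 25 °C. Signal: p-Nitroaniline absorbance at 405 nm, read at 0 and 120 min. Control set: low DMSO alone, high DMSO plus 5 µM PC-7.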
* = called active by the depositor; · = not tested or not shown; & = joins results of further samples.

# | smiles | PAFAH2 inh | core dimer inh | AHR act | Fh CTSL1 inh | TPT1 inh
1 | Cc1cc(OCC(=O)N(C)C)c2c(-c3ccccc3)cc(=O)oc2c1 | 6 | 6 | -1 | 4 | -2
2 | O=C(CSc1nc2c(c(=O)n1-c1ccc(Cl)cc1)SCC2)N1CCOCC1 | 0 | 0 | -2 | 4 | 6
3 | CCOC(=O)c1c(C)n(C)c2cc([N+](=O)[O-])c(O)c([N+](=O)[O-])c12 | 8 | -5 | -1 | 2 | 3
4 | CC12CC(NC(=O)N1c1cccc(C(=O)N3CCN(c4ccccc4)CC3)c1)c1ccccc1O2 (stereo not drawn) | 1 | 19 | 5 | 7 | -2
5 | CCN(CC)c1ccc(NC(=O)c2cncc(Br)c2)cc1 | 5 | -34 | 1 | 3 | 0
6 | CCc1ccc(NC(=O)C2CCN(S(=O)(=O)c3cnc[nH]3)CC2)cc1 | 5 | 0 | 2 | -1 | 2
7 | CCOC(=O)c1cnn(-c2ccccc2)c1NC(=O)CSc1nnc(-c2cccs2)n1CC | 3 | 1 | 2 | 1 | 3
8 | CC(=O)C1=C(C)NC(=O)NC1c1cc(Br)ccc1OCC#N (stereo not drawn) | 6 | -10 | 5 | -4 | -8
9 | COc1cc(C(=O)OCC(=O)NC2CC2)ccc1OCCC(C)C | 71* | · | 3 | · | ·
10 | FC(F)(F)c1ccc(/C=N/n2c(COc3ccccc3)n[nH]c2=S)cc1 | 1 | 8 | 1 | 6 | 0

# | PP1 inh | PP5 inh | procasp3 activ | procasp7 counter
1 | -6 | 2.6 | -1 | 11
2 | 1 | -1.5 | -3 | -12
3 | 1 | -0.8 | 0 | 4
4 | 3 | -2.6 | 4 | 0
5 | -5 | 3.6 | 8 | -5
6 | -2 | 2.1 | 1 | 4
7 | -3 | -1.0 | 3 | 8
8 | -2 | -6.1 | 6 | -6
9 | 0 | 0.6 | -2 | 5
10 | 4 | 3.3 | -2 | -12

(further entries)
# | smiles | PAFAH2 inh | core dimer inh | AHR act | Fh CTSL1 inh | TPT1 inh
11 | O=C(Nc1nc2ccccc2[nH]1)c1ccccc1F | 5 | -1 | 3 | -1 | -2
12 | O=C(COC(=O)c1ccc(Cl)nc1)c1ccc2c(c1)OCCO2 | 7 | 2 | 2 | -5 | 3
13 | Cc1ccc(S(=O)(=O)NNC(=O)C(=O)NNc2ccccn2)cc1 | -1 | -5 | 0 | -4 | -2
14 | O=C(CCCn1c(=O)c2ccccc2n(Cc2cccc(F)c2)c1=O)NC1CCN(Cc2ccccc2)CC1 | · | 5 | -1 | 5 | 0
15 | CCCn1c(C)cc(/C=C(\C#N)C(=O)OCC(=O)Nc2cccc(OC)c2)c1C | 54* | 16 | 0 | 0 | 4
16 | Cc1nnc(NC(=O)NC(C)N2C(=O)C3C4C=CC(C4)C3C2=O)s1 (stereo not drawn) | 7&1 | -2 | 0 | -1 | 1
17 | CSc1nsc(/C=C/Nc2ccc(Cl)cc2)c1C#N | 7 | 8 | 28 | 3 | 32*
18 | CCOC(=O)c1cnn(-c2ccc(C(C)C)cc2)c1NC(=O)C1CCC1 | 8 | -1 | 1 | 1 | -4
19 | CC1CCN(C(=O)Cn2c(=O)n(Cc3ccco3)c(=O)c3sccc32)CC1 | 13 | -10 | 1 | 1 | -5
20 | COC(=O)C(C)NC(=S)N1CCN(c2c(F)cc3c(=O)c(C(=O)O)cn(C4CC4)c3c2OC)CC1C (stereo not drawn) | 3 | 4 | 1 | -1 | -2

# | PP1 inh | PP5 inh | procasp3 activ | procasp7 counter
11 | 1 | -2.3 | -3 | 7
12 | -3 | -1.9 | -1 | 3
13 | -3 | -0.8 | -1 | 10
14 | -1 | 1.6 | 0 | 4
15 | -2 | 3.3 | -290 | -237
16 | -4 | -0.1 | -1 | -1
17 | 0 | 1.4 | -23 | -16
18 | -3 | 0.2 | 1 | -2
19 | 0 | 1.4 | 0 | 7
20 | 16* | 3.2 | 0 | 2

Next entries follow:
# | smiles | PAFAH2 inh | core dimer inh | AHR act | Fh CTSL1 inh | TPT1 inh
21 | Cc1noc(C)c1-c1nnc(-c2ccc(C(F)(F)F)cc2)o1 | -2 | -9 | 20 | 1 | -4
22 | Cc1ccc(C(=O)NNC(=O)c2ccc(-n3cncn3)c([N+](=O)[O-])c2)cc1 | -1 | -6 | -3 | 4 | -2
23 | COc1cc(OC)cc(-c2cc3nc(C)c(CCC(=O)NC(C)CCc4ccco4)c(C)n3n2)c1 (stereo not drawn) | 0 | 0 | -5 | 1 | -2
24 | O=C(CN1C(=O)c2ccccc2S1(=O)=O)NC1CCCCC1 | -5 | -14 | -1 | 8 | -3
25 | Cc1ccc(S(=O)(=O)N2CCOCC2)cc1NC(=O)CNCc1ccccn1 | -1 | -10 | 0 | -1 | 1
26 | CN(C)/N=C1\C(=O)N(CN2CCN(c3ccccc3)CC2)c2ccccc21 | 1 | · | 1 | · | ·
27 | O=C(Nc1cc(S(=O)(=O)N2CCCCC2)ccc1Oc1ccccc1)C1=COCCO1 | 6 | 5 | -1 | 1 | -1
28 | CCn1c(SCc2ccc([N+](=O)[O-])cc2)nnc1C(C)NC(=O)c1ccccc1Br (stereo not drawn) | 1 | -8 | 0 | -4 | -1
29 | COc1ccc(NC(=O)CN2CCN(S(=O)(=O)c3ccc(Cl)cc3)CC2)cc1 | 0 | -1 | 0 | 1 | 0
30 | COc1ccc(CNC(=O)Cn2cc([N+](=O)[O-])cn2)cc1 | -8 | -3 | 1 | 1 | 1

# | PP1 inh | PP5 inh | procasp3 activ | procasp7 counter
21 | -1 | 2.0 | 12 | 8
22 | -3 | 0.3 | -3 | -8
23 | -1 | 3.7 | 2 | 6
24 | -5 | -7.0 | 14 | 7
25 | -5 | -1.1 | 9 | 8
26 | -5 | -0.3 | 7 | 0
27 | 0 | 0.3 | -5 | -1
28 | -4 | 0.0 | -1 | 1
29 | -2 | 5.2 | 1 | 9
30 | -3 | 0.3 | -7 | -1

Carrying on:
# | smiles | PAFAH2 inh | core dimer inh | AHR act | Fh CTSL1 inh | TPT1 inh
31 | COc1ccc(C(=O)C2CCCN(C3Cc4ccccc4C3)C2)cc1OC (stereo not drawn) | 1 | -1 | 3 | -3 | -4
32 | CC(C)Nc1nc(-c2ccccc2)nc(-n2ccnc2)n1 | 7 | 1 | 7 | -1 | -1
33 | C=CCn1c(SCC(=O)Nc2ccc(NC(C)=O)cc2)nc2sc(C)c(C)c2c1=O | 3 | · | 0 | · | ·
34 | CCN(C(=O)COc1ccccc1[N+](=O)[O-])C1CCS(=O)(=O)C1 (stereo not drawn) | -7 | -2 | 0 | -1 | 0
35 | Cc1cc(C)n2nc(N)c(N=Nc3ccc4c(c3)OCO4)c2n1 | -9 | -17 | 6 | -2 | 15
36 | Nc1cccc(C(=O)NCCNC(=O)c2cccc(N)c2)c1 | 7 | -9 | 2 | 2 | -3
37 | Cc1ccc(OCc2cc(C(=O)N(C)CCc3ccccn3)no2)cc1C | 7 | 1 | 16 | -3 | -2
38 | CCC(C)c1ccc(NC(=O)COC(=O)CCNS(=O)(=O)c2cccs2)cc1 (stereo not drawn) | -8 | · | 1 | · | ·
39 | CCNC(=O)CN(c1ccc(C)cc1)S(=O)(=O)c1ccccc1 | -2 | -8 | 0 | 4 | -6
40 | COc1ccc2c(c1)Cc1sc(NC(C)=O)nc1-2 | 18 | -3 | -5 | 3 | 4

# | PP1 inh | PP5 inh | procasp3 activ | procasp7 counter
31 | 2 | 2.6 | -6 | 0
32 | 0 | 0.2 | -10 | -10
33 | 0 | -2.8 | 12 | -8
34 | 0 | -0.8 | 3 | 5
35 | -2 | 2.4 | -9 | 1
36 | 0 | 1.3 | 3 | -10
37 | 2 | 3.2 | 1 | 1
38 | · | · | 6 | 4
39 | 1 | 1.6 | 6 | 8
40 | -5 | 4.9 | -4 | 7

The listing continues:
# | smiles | PAFAH2 inh | core dimer inh | AHR act | Fh CTSL1 inh | TPT1 inh
41 | COc1ccc(-c2cc(C(=O)NCc3ccccc3)no2)cc1OC | -3 | 0 | -4 | -3 | -4
42 | CC(C)c1ccc(/C=C2\SC(N3CCCC3)=NC2=O)cc1 | 3 | 0 | -1 | 0 | -1
43 | CCSc1ccc(/C(N)=N/OC(=O)c2cccs2)cn1 | 7 | 5 | 14 | -2 | 1
44 | O=C(Cc1ccc(F)cc1)N/N=C/c1ccccn1 | -3 | -10 | -1 | -2 | -1
45 | Cn1nccc1CNC(=O)c1ccnn1C | -6 | -10 | -1 | -1 | 1
46 | O=S1(=O)CCN(Cc2ccc(F)cc2)CC1 | -5 | 2 | 3 | 2 | 1
47 | CC(C)NC(=O)c1ccc(-c2ccccc2C(F)(F)F)o1 | -7 | -5 | 1 | 2 | -3
48 | CCn1c(SCC(=O)Nc2nccs2)nnc1-c1ccc(S(=O)(=O)N2CCCCCC2)cc1 | 8 | 23 | -3 | -2 | 2
49 | CN1C(=O)C(O)(CC(=O)c2ccc3c(c2)OCO3)c2ccccc21 (stereo not drawn) | -1 | -10 | 0 | 0 | -1
50 | CC(OC(=O)c1ccc(NS(=O)(=O)c2ccc3[nH]c(=O)[nH]c3c2)cc1)C(N)=O (stereo not drawn) | 5 | -4 | -2 | -3 | -2
51 | CCOc1ccccc1NS(=O)(=O)c1ccc(Br)s1 | -6 | -10 | 0 | 2 | 0

# | PP1 inh | PP5 inh | procasp3 activ | procasp7 counter
41 | -2 | 2.2 | 1 | -9
42 | 6 | 1.6 | -5 | -4
43 | -3 | -2.5 | 0 | 4
44 | 2 | 4.5 | 10 | 1
45 | 3 | -2.4 | -4 | 0
46 | -2 | 1.1 | 5 | 0
47 | 0 | 0.0 | -3 | -3
48 | 3 | 2.6 | 1 | 4
49 | -3 | -2.6 | 2 | 4
50 | 0 | 0.4 | 2 | 7
51 | -3 | 1.7 | 14 | 0
